Neddylation inh: inhibitors of human cullin neddylation | TR-FRET cullin neddylation, biochemical | AID 651699 | actives 0.58% (n = 360,000) | calls only at 25 µM; in the data active = inhibition above about 36%
Target sequence (P61081 whole entry, looked up): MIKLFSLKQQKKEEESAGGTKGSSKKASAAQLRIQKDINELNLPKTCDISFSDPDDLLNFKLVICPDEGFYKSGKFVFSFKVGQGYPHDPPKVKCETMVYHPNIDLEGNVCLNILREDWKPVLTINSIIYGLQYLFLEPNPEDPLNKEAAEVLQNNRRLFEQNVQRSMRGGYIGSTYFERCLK
Target sequence (Q13564 whole entry, looked up): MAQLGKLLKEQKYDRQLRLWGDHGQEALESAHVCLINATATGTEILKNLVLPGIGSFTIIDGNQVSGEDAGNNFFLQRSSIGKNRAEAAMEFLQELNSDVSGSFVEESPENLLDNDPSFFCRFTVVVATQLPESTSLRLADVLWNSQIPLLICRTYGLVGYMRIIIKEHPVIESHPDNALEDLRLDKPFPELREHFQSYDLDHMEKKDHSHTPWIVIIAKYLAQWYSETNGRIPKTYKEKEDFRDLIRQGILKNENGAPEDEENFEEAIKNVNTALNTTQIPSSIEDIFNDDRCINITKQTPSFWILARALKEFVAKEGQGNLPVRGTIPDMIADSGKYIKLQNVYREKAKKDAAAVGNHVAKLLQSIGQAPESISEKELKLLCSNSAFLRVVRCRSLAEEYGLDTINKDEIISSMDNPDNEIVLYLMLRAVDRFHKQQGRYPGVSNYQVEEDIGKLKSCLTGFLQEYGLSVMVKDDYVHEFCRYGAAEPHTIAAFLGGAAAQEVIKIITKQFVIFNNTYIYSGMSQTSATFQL
Rin1-Abl PPI inh: human Rin1-Abl interaction inhibition; TR-FRET Rin1/Abl binding, biochemical; actives 0.4% (n = 360,000); inhibition, % at 7.35 µM; P00519+Q13671; AID 588664; in the data active = inhibition above about 5%, passing the limit was not always enough
eLon inh: inhibitors of E. coli Lon protease; P0A9M0; purified E. coli Lon protease, fluorescence polarization; inhibition, % at 7.94 µM; actives 0.42% (n = 360,000); AID 602123; in the data active = inhibition above about 13%, passing the limit was not always enough;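 note: 0% = enzyme with probe and DMSO and 100% = no enzyme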
MsrA inhibitor: bovine MsrA inhibition | actives 0.75% (n = 360,000) | AID 651718 | inhibition, % at 15.5 µM | purified bovine MsrA, absorbance read-out; in the data active = inhibition above about 4.5%;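 note: 0% = vehicle wells with enzyme and 100% = reference inhibitor wells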
MsrA act: bovine methionine sulfoxide reductase A activation | purified bovine MsrA, absorbance read-out | activation, % at 10.6 µM | actives 0.3% (n = 360,000); in the data active = activation above about 7.5%;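 note: 0% = vehicle and 100% = reference activator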
NRP1-CendR mod: NRP-1/CendR interaction modulation | O14786 | FAM-RPARPAR peptide binding to NRP-1, fluorescence polarization | inhibition, % at 25 µM | actives 0.85% (n = 360,000);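 active = inhibition or corrected inhibition above about 18%, plus a signal ratio from 0.5 to 1.5, limit read from the data, passing the limit was not always enough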; note: strong numbers were not always called active
MT1-MMP act inh: MT1-MMP (human) activation inhibition; P50281; HT1080 RFP-PRO-GFP cells, GFP/RFP ratio fluorescence, overnight; percent of plate control window, DMSO zero; GFP/RFP ratio change, % at 20 µM; actives 0.061% (n = 360,000); AID 651647;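 active = GFP/RFP ratio change of at least 30% with cell ATP level not reduced by more than half and red fluorescence within 50% of control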; note: strong numbers were not always called active
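Assay system: HT1080 cells carrying an RFP-PRO-GFP reporter | Dosing: Single dose of 20 µM compound, 1% DMSO final | Incubation: Cells overnight before dosing, compound overnight, 37 °C, 5% CO2 | Evaluation: GFP/RFP fluorescence ratio | Control set: DMSO and RFP-L50D-GFP cell wells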
SKN-1 block: C. elegans SKN-1 inhibition; AID 624304; C. elegans VP596 Pgst-4::GFP/RFP ratio, acrylamide-induced, 24 h; actives 0.49% (n = 360,000); inhibition, % at 21.8 µM;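 active = interference check ratio from 0.5 to 1.5 plus GFP to RFP signal ratio inhibition reaching or exceeding a fixed threshold, cut at about 30% in these data, passing the limit was not always enough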; note: some compounds called inactive have numbers as strong as hits
FAS TE block: blocks the thioesterase domain of human fatty acid synthase; inhibition, % at 15 µM; P49327; recombinant FAS-TE, OMFH fluorogenic substrate, fluorescence endpoint; AID 602261; actives 0.67% (n = 360,000);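 active = compounds whose normalised, plate-corrected inhibition of enzyme fluorescence in the single-dose primary screen is 50% or more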;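 note: 0% = DMSO with enzyme and 100% = substrate without enzyme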
The depositor's hits bear a star; i = inactive; nt = not tested or not shown; & = joins results of further samples. Compounds were not picked by outcome (roughly 4.2% active in at least one column).

SMILES	Neddylation inh	Rin1-Abl PPI inh	eLon inh	MsrA inhibitor	MsrA act	NRP1-CendR mod	MT1-MMP act inh	SKN-1 block	FAS TE block
Nc1nc(Oc2ccc(F)cc2)c(Br)c(=O)[nH]1	i	1	-21	-1.3	-14	-3	7	4	-8
Cc1ccc(C)c2[nH]c(=O)c(CN(CC3CCCO3)C(=S)NCc3ccco3)cc12 (configuration not stated)	i	-5	1	0.2	-1	-13	-4	0	10
Cc1ccc(Cc2c(-c3cccc(Br)c3)nc3ccc(Cl)cn23)cc1	i	-1	-6	0.8	-3	-21	1	21	14
O=C(NNC(=S)Nc1ccc(F)c(Cl)c1)C1CC1	i	0	-7	1.5	-1	-5	2	19	-6
COC(=O)c1ccc(NC(=S)NCCc2ccc(OC)cc2)cc1	i	0	3	-0.8	-9	6	4	-4	-1
Cc1cc[n+](CC2OCc3ccccc3CO2)cc1	i	2	9	1.1	-3	-3	0	1	-2
O=C(NC12CC3CC(CC(C3)C1)C2)c1cccc([N+](=O)[O-])c1	i	3	-6	-1.2	-4	-5	0	17	29
O=C(CS(=O)(=O)c1cn(CC(=O)N2CCOCC2)c2ccccc12)NCc1ccccc1	i	-4	-11	0.1	-3	23	0	-9	-4
O=C(c1ccc2ccccc2c1)N1CCCC1	i	-3	1	0.5	-3	-4	-2	5	-5
CCOC(=O)[C@H]1[C@H]2COc3ccc(Br)cc3[C@@H]2N2C(=O)c3c(C)cc(C)cc3NC(=O)[C@@]12C	i	1	0	-0.4	6	-6	-11	10	68*
COc1ccc(CNC(=O)NC2CCCCC2)cc1	i	1	-3	0.1	-2	10	3	-11	-3
COc1cccc(CNc2ccc3[nH]c(=O)[nH]c3c2)c1OCc1ccccc1F	i	-5	-4	0.9	-1	-16	3	8	4
C[C@H](N)c1nnc(SCc2c(Cl)cccc2Cl)o1	i	-3	-2	-1.4	-1	-10	3	2	-4
CC(=O)O[C@H]1CC[C@@]2(C)[C@@H](CC[C@H]3[C@@H]4CC[C@H](C(C)O)[C@@]4(C)CC(=O)[C@@H]32)C1 (some centres not stated)	i	-1	-7	0.7	1	-3	2	1	2
COc1ccccc1CCC(=O)NCCCn1ccc2ccccc21	i	0	5	0.0	-1	-7	-2	-1	6
COc1ccc(OC)c2sc(N(CCN(C)C)C(=O)c3ccc4ccccc4c3)nc12	i	-2	1	-0.5	1	4	-1	7	20
Cc1ccc(NC(=O)NC(=O)CN2CCC(C(N)=O)CC2)c(C)c1	i	2	3	-0.1	-12	-2	-2	-8	-4
Cc1cc(C)nc(Nc2nc(C(N)Cc3ccc(Cl)cc3)cs2)n1 (configuration not stated)	i	0	1	-1.0	0	-9	-2	9	-6
CC[C@]12c3[nH]c4ccc(Cl)cc4c3CCN1C(=O)[C@@H](CC(=O)NC/C=C(\C)CCC=C(C)C)C[C@@H]2C(=O)N1CCN(C(=O)C2CC2)CC1	i	0	1	-0.1	2	-6	-23	7	20
CCOc1ccc(N2C(=O)Nc3ccccc3C2(O)C(=O)N2CCN(c3ccccn3)CC2)cc1 (configuration not stated)	i	1	-6	0.2	1	2	-2	10	-2
Cc1ccc(Cn2ccc(NC(=O)c3cc(-c4cccc(Cl)c4)on3)n2)cc1	i	0	2	nt	0	-2	11	-6	17
CNc1nc(N)c([N+](=O)[O-])c(NCc2ccccc2)n1	i	1	5	2.3	-5	5	7	6	-8
Cc1c(NC(=O)c2cccs2)cccc1-c1nc2ccccc2s1	i	-2	-1	-0.7	-3	-16	1	3	13
Cc1ccc(C(=O)C2=C(O)C(=O)N(Cc3cccnc3)C2c2cccc([N+](=O)[O-])c2)o1 (configuration not stated)	i	3	1	2.0	-10	3	0	-5	-4
Cc1ccc(S(=O)(=O)Oc2ccc(/C=C(/NC(=O)c3ccccc3)C(=O)NCCCC(=O)O)cc2)cc1	i	-1	0	1.1	-4	9	-1	9	-5

New compounds follow.
SMILES	Neddylation inh	Rin1-Abl PPI inh	eLon inh	MsrA inhibitor	MsrA act	NRP1-CendR mod	MT1-MMP act inh	SKN-1 block	FAS TE block
COc1ccc(N(CC(=O)N2CCC(C)CC2)S(=O)(=O)c2c(C)nn(C)c2C)cc1	i	-2	-14	-0.2	-10	-6	1	0	-3
N/C(CSc1ccc(Cl)cc1)=N\S(=O)(=O)c1ccc(Cl)cc1	i	1	3	-0.3	-10	29*	3	-1	22
Cc1ccc2cn[nH]c2c1N	i	1	-8	0.5	-8	-8	-2	6	-22
Cc1ccc(N(CC(=O)NCc2ccccc2)C(=O)CCC(=O)Nc2ccccn2)c(C)c1	i	0	-5	-0.5	-3	5	1	5	0
CCOC(=O)CSc1nnc(NC(=O)CN2CCCCC2)s1	i	-1	-9	-0.6	5	0	0	-10	-1
Cc1ccc(-c2nnn(CCC(=O)NC3CCCC3)n2)cc1	i	7	-3	0.7	-1	-5	3	-1	-6
CC(=O)CC(C)(C)n1nnc(-c2ccccc2)n1	i	0	-2	0.1	-1	11	6	-11	-3
COc1ccc(CCNC(=O)Cn2c(=O)n(-c3ccc(F)cc3F)c(=O)c3sccc32)cc1OC	i	0	-3	0.6	-4	-4	-1	0	0
O=c1ccc2cc(S(=O)(=O)Nc3ccc(F)cc3)ccc2o1	i	0	-2	0.7	3	-3	0	-15	-5
NC(=O)c1ccsc1NC(=O)COC(=O)Cc1c[nH]c2ccccc12	i	2	1	-0.6	-4	-10	0	5	-3
O=C(CSc1nc(-c2cccs2)cc(C(F)(F)F)n1)NCc1ccco1	i	-2	-5	2.6	-3	6	0	6	2
OCC[C@@H]1C[C@H](O)[C@@H](O)[C@]2(CCc3ccccc3CO2)O1	i	-2	-7	1.0	-3	11	0	10	-14
CN(C)NC(=O)c1ccsc1NC(=O)c1ccc(S(=O)(=O)N2CCCC2)cc1	i	-6	0	1.1	-11	5	1	2	-4
CC(C)(C)c1ccccc1OCCCCCNCCO	i	0	-9	1.1	-2	8	-1	7	-7
CCCCN(CC)CCCNC(=O)Cn1nc(Cc2cccnc2)c2ccccc2c1=O	i	6	-3	-0.2	-8	-6	-2	-16	-8
CCOC(=O)C1CCN(S(=O)(=O)c2ccc3c(ccn3C)c2)CC1	i	3	-4	-0.7	-1	2	2	-1	5
COc1cc(O)c2c(=O)c(-c3ccc(O[C@@H]4O[C@H](CO)[C@@H](O)[C@H](O)[C@H]4O)cc3)coc2c1	i	3	-8	1.7	-13	-2	-3	1	-9
Cc1ccc(N2CC(C(=O)OCC(=O)Nc3c(C)cccc3C)CC2=O)cc1 (configuration not stated)	i	4	-10	-1.0	0	0	-3	-11	-6
Cc1ccc(S(=O)(=O)NCc2ccco2)c(C)c1C	i	1	-7	0.1	-9	9	0	-9	-6
CC1(C(=O)NS(=O)(=O)c2ccc(Br)cc2)CCN1C(=O)CCc1cccs1 (configuration not stated)	i	0	-4	-2.1	-5	19	3	-6	-1
O=C(CCCCn1c(=O)[nH]c2ccccc2c1=O)NCCc1c[nH]c2ccccc12	i	2	-4	0.1	-3	3	2	-13	-4
O=c1c2ccccc2nnn1CCO	i	-2	-17	-1.7	-1	1	-6	9	-14
CCCCCCCCCCCCCCCC[n+]1cccc(C(=O)N(CC)CC)c1	i	-2&3	4&-7	-1.3	-4&0	9&-6	-9&-33	3&21	-58&-82
CSCCC(NC(=O)COc1ccccc1)C(=O)OCCOc1ccc(Br)cc1 (configuration not stated)	i	0	-10	2.0	-12	-1	-2	-3	22
CC(C)CN(CC(C)C)c1nnc(NC(=O)Cn2c(=O)oc3ccccc32)s1	i	4	-12	-0.6	-1	11	5	1	-1

(more compounds)
SMILES	Neddylation inh	Rin1-Abl PPI inh	eLon inh	MsrA inhibitor	MsrA act	NRP1-CendR mod	MT1-MMP act inh	SKN-1 block	FAS TE block
COc1cc(/C=N/NC(=O)C[n+]2ccccc2)cc(OC)c1OC(C)=O	i	-2	0	-1.2	2	-7	-4	7	-4
CCC(=O)Nc1cnc(NC(=O)c2cccc(F)c2)cc1C	i	-4	4	1.0	-5	4	4	29	-12
CCc1ccc(C2=CSC3=NCCN23)cc1	i	3	4	-0.1	-9	6	-5	-1	-133
COCCNC(=O)NC(=O)COC(=O)c1cc([N+](=O)[O-])ccc1Sc1nc(C)cs1	i	-6	-4	1.5	-1	0	4	16	14
Cn1c(Cc2cccc3ccccc23)nnc1SCC(=O)N1CCN(c2cccc(Cl)c2)CC1	i	-3	0	0.0	-9	5	-6	10	10
CC1CN(C(=O)c2cc(-c3ccncc3)nc3ccccc23)CC(C)O1 (configuration not stated)	i	1	-2	1.4	0	-2	-1	16	-4
O=C(CNC(=O)Cc1ccccc1)NCC(=O)OCC(=O)c1ccc(F)cc1	i	-3	2	1.4	0	8	1	2	-2
Cc1ccc(C)c(N2CCN(S(=O)(=O)c3cn(C)cn3)CC2)c1	i	1	2	-0.2	1	8	-1	-1	-8
O=C(O)C1CCN(S(=O)(=O)N2CCOCC2)CC1	i	-3	-1	-0.1	-7	-1	5	-9	-2
Cc1ccc(C(C)NC(=O)c2cc3cc(Br)ccc3oc2=N)cc1 (configuration not stated)	i	-2	-16	0.7	-4	-23	-2	4	22
Cc1nonc1C(=O)N/N=C/c1ccccc1	i	1	-4	-0.2	-6	-4	0	5	-4
Cc1ccc(Nc2nc(C)cc(C)n2)c(Br)c1	i	1	-1	0.6	-2	9	0	-15	2
CC1=NS(=O)(=O)c2cc(Cl)ccc2N1	i	-3	-5	0.7	-4	-8	2	-2	2
CC(C)=C[C@@H]1C[C@H](C)[C@H]2CC[C@H](C)c3c(O[C@@H]4O[C@@H](C)[C@@H](O)[C@@H](O)[C@@H]4O)c(O)c(C)c1c32	i	3	-2	nt	-13	-9	-4	-29	8
COc1ccc(OCC(=O)O/N=C(\N)c2ccc(OC)c(OC)c2)cc1	i	-1	0	0.0	-3	4	6	16	10
COc1ccc(NC(=O)C(C)N2C(=O)c3ccccc3S2(=O)=O)c(OC)c1 (configuration not stated)	i	0	-5	1.6	-3	15	-1	1	-3
O=C(Nc1nnc(-c2ccc3c(c2)CCCC3)o1)c1ccc(Cl)cc1Cl	i	1	-5	-0.5	0	-30	3	12	4
Cc1ccc2c(c1)C1CN(C)CCC1N2C(=O)COc1ccc(N(C)S(=O)(=O)c2cccs2)cc1 (configuration not stated)	i	-2	5	-0.3	-2	6	3	0	6
Nc1ncnc2nc(SCC(=O)N3CCN(c4ccccc4)CC3)[nH]c12	i	0	6	-0.3	1	-5	-8	7	-6
Cn1cccc1C(=O)OCc1ccc(F)cc1	i	1	0	-0.7	-3	-4	2	-14	-1
O=C(C[C@H]1CC[C@@H](NC(=O)c2ccncc2)[C@@H](CO)O1)NCC1CC1	i	nt	nt	0.0	nt	-4	2	-1	nt
Cc1cc(=O)[nH]c(N2CCc3ccccc3C2)n1	i	-6	0	-0.2	-5	-5	7	5	-4
CCN(C(=O)Cn1c(=O)n(-c2cc(OC)c(OC)c(OC)c2)c(=O)c2ccccc21)c1cccc(C)c1	i	-4	-2	-1.0	-4	5	-1	-1	-5

6 structures out of the list, sorted by length of the SMILES, high to low.
SMILES	Neddylation inh	Rin1-Abl PPI inh	eLon inh	MsrA inhibitor	MsrA act	NRP1-CendR mod	MT1-MMP act inh	SKN-1 block	FAS TE block
Cc1ccc2c(c1)C1CN(C)CCC1N2C(=O)COc1ccc(N(C)S(=O)(=O)c2cccs2)cc1 (configuration not stated)	i	-2	5	-0.3	-2	6	3	0	6
COCCNC(=O)NC(=O)COC(=O)c1cc([N+](=O)[O-])ccc1Sc1nc(C)cs1	i	-6	-4	1.5	-1	0	4	16	14
COc1ccc(NC(=O)C(C)N2C(=O)c3ccccc3S2(=O)=O)c(OC)c1 (configuration not stated)	i	0	-5	1.6	-3	15	-1	1	-3
COc1cc(/C=N/NC(=O)C[n+]2ccccc2)cc(OC)c1OC(C)=O	i	-2	0	-1.2	2	-7	-4	7	-4
O=C(O)C1CCN(S(=O)(=O)N2CCOCC2)CC1	i	-3	-1	-0.1	-7	-1	5	-9	-2
Cc1nonc1C(=O)N/N=C/c1ccccc1	i	1	-4	-0.2	-6	-4	0	5	-4

Screening results as filed in PubChem BioAssay.
